# ALOX12 inhib: 12-hLO (ALOX12) enzyme inhibition; P18054; purified 12-hLO, xylenol orange hydroperoxide absorbance; Potency, µM (doses to about 57.1 µM), without a hit: at the highest dose activity change, negative = inhibition, actives largely listed as inhibitors; 150,000 compounds, 0.12% hits; AID 1452; also: potency is read from the fitted curve at half-maximal effect; nearly all actives have a fitted effect of over 55% in size; many of its hits are not listed in these tables
# Target sequence (P18054 whole entry, looked up): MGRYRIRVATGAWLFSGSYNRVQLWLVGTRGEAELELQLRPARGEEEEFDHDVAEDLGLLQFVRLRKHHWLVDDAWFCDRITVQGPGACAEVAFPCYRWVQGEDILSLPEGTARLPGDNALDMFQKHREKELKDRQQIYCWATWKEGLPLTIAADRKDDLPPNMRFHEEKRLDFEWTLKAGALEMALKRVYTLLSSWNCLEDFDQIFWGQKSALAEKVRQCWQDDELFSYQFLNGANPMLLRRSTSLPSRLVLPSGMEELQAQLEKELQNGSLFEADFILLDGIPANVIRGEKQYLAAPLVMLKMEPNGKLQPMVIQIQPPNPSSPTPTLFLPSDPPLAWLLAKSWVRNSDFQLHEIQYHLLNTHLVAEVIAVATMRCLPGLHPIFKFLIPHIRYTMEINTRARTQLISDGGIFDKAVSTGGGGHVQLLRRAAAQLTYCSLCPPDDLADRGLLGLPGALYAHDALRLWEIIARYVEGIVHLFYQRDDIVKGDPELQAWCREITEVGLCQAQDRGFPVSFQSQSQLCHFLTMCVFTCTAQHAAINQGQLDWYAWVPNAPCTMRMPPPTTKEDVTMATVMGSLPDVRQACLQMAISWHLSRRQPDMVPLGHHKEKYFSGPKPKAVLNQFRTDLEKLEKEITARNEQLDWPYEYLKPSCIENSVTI
#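 Xylenol orange chromogenic assay: hydroperoxide from 12hLO oxidises Fe(II), giving red-shifted Fe(III)-XO absorbance. Conditions: 150 nM enzyme, 40 uM arachidonic acid, 25 mM Hepes pH 7.0, 0.01% Triton X-100, 30 min, room temperature.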
# IMPase inh: membrane-permeable compound that blocks inositol monophosphatase; 120,000 tested, under 10 active; P97697; CHO-M1 cells, IP1 accumulation, HTRF TR-FRET ratio; inhibition (IP1 accumulation), % at 46.1 µM; active = well fitted curve in the direction sought with a large enough effect in the signal ratio, not every such curve was filed as active; inconclusive = small, poorly fitted or top-dose-only effect, or a change in a side signal; inactive = no such curve, though single readings can be large or run the other way; the % refers to the signal ratio;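 also: cells stimulated with carbachol in lithium chloride buffer; plate controls were DMSO basal wells for no effect and reference inhibitor wells for full effect; higher means more IMPase inhibition seen as more IP1 and lower FRET ratio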
# Target sequence (P97697 whole entry, looked up): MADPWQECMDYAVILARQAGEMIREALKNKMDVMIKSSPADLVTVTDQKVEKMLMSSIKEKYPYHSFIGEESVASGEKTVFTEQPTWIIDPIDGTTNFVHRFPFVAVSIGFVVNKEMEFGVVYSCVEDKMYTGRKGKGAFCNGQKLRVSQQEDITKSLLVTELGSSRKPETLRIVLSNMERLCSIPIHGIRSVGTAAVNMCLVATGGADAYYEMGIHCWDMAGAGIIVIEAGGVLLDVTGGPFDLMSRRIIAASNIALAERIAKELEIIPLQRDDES
#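 In this qHTS, compounds (final up to 46 uM) act on CHO-M1 cells that are then activated through the M1 receptor with carbachol, in pH 7.4 buffer containing 50 mM LiCl, for 30 min. IP1 accumulation is quantified by the IP-One immunoassay.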
# PNC assembly inh: perinucleolar compartment assembly inhibition; PC3M PTB-GFP, PNC prevalence imaging, 16 h; stronger effect = lower value; activity change (PNC), negative = inhibition, % at 10 µM; 140,000 compounds, 3.1% hits;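 active = readout at or below -70, meaning at least 70% loss of cells showing the perinucleolar compartment, a nuclear body marking cancer cells; inconclusive = readout between -30 and a set limit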;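 also: plate controls were DMSO wells for no effect and camptothecin positive control wells for full effect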
#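 Read-out is percentage of cells bearing a perinucleolar compartment, from automated 20x imaging of fixed, Hoechst-stained PC3M PTB-GFP cells. Cells were seeded 4 h, then exposed 16 h to compound (23 nl of library stock) in duplicate plates.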
# 15-hLO-2 inh: blocks human 15-lipoxygenase 2 activity. AID 881. 110,000 compounds, 0.56% hits. Potency, µM (top dose mostly 57.1 µM), without a hit: at the top dose activity change, negative = inhibition, hits mostly inhibitors. purified 15hLO-2, xylenol orange hydroperoxide absorbance; also: potency is read from the fitted curve at half-maximal effect; nearly all actives have a fitted effect of over 60% in size; many of its hits are not listed in these tables
#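 Purified human 15hLO-2 (50 nM) preincubated 15 min with compound, then 45 uM arachidonic acid for 90 min at RT in 25 mM Hepes pH 7.5, 0.01% Triton X-100. Hydroperoxide detected by Fe-xylenol orange; 573/405 nm absorbance ratio.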
# The depositor's hits bear a star; u = inconclusive; x = not tested or not shown; [ ] = dose if it differs, or a comment. Unless noted, calls follow the shape of the dose curve; as a rule, active = well fitted curve in the direction sought with a large enough effect; inconclusive = small, poorly fitted or top-dose-only effect, or another doubt; inactive = no such curve, though single readings can be large; an effect the other way counts as inactive or inconclusive. Unless noted, % is scaled to controls: 0 for no effect and ±100 for the full control effect. Only part of the results is shown; the hit share may differ from the screen's.
SMILES,ALOX12 inhib,IMPase inh,PNC assembly inh,15-hLO-2 inh
COc1ccc(NC(=O)N2CCCC3(CCN(C(=O)c4ccc(OC)cc4)CC3)C2)cc1,1%,x,x,11%
CCCCC(=O)Nc1cccc(-c2cn3ccccc3n2)c1,-8%,0,u,7%
CC(C)CC(=O)NC(=S)Nc1nc(-c2ccc(Cl)cc2)cs1,1%,x,-5,x
O=C(CSCCc1ccccn1)Nc1cccnc1Cl,-1%,-5,-17,-10%
Cc1cc(NC(=O)c2cc(-c3ccco3)on2)nn1Cc1ccc(Cl)cc1,-2%,9,-21,x
COC(CNC(=O)c1ccc(N2CCC3(CC2)OCCO3)c([N+](=O)[O-])c1)OC,-2%,-1,30,x
CC(C)NCC(O)Cn1c2c(c3ccccc31)CCc1c-2cnn1-c1ccccc1 (stereo not drawn),-8%,2,29,-5%
COc1ccc(C(=O)NCc2ccccc2OC)c(OC)c1,-14%,4,6,-9%
COc1ccccc1-n1cnnc1SCC(=O)c1cc(C)n(Cc2cccs2)c1C,-12%,4,u,30%
Cc1ccc(S(=O)(=O)NNC(=O)C2CCN(S(=O)(=O)c3ccc(C)cc3)CC2)cc1,-5%,1,77,x
CC(=O)Nc1ccc(NC(=O)CC2Nc3cccc4cccc(c34)NC2=O)cc1 (stereo not drawn),-10%,10,28,u
Cc1nc2c(Cl)cc(Cl)cc2[nH]1,-4%,-5,u,0%
CC1Cc2ccccc2N1C(=O)Cn1nc(C(=O)O)c2ccccc2c1=O (stereo not drawn),-5%,2,-15,-7%
O=C(CCCN1C(=O)CCC1=O)Nc1ccc2c(c1)OCO2,7%,8,u,-10%
Cn1nc(C(F)(F)F)c2cc(C(=O)NC3CC3)sc21,2%,3,-29,10%
COc1c(C)cccc1C(=O)Nc1ccc(N2CCOCC2)c(Cl)c1,1%,5,u,8%
COc1ccc2c(C)cc(=O)[nH]c2c1,7%,-3,10,3%
CC(Oc1cccc(F)c1)C(=O)/C=C\N(C)C (stereo not drawn),-20%,u,-19,-7%
C/C(=N\OC(=O)c1ccc(Cl)c(Cl)c1)c1sc(C)nc1C,-1%,6,u,5%
Cc1ccnc(NC(=O)CCC(=O)N(CC(=O)NC2CCCCC2)Cc2ccc3c(c2)OCO3)c1,0%,u,-25,11%
CCOC(=O)c1nn(-c2ccc(OCC)cc2)c2nc(-c3cccc(OC)c3)c(C#N)c(=O)n12,-1%,x,u,x
Cc1ccccc1NC(=S)N(CCCN1CCCCC1)Cc1ccco1,2%,x,u,x
COC(=O)c1nn(-c2ccccc2)c(Sc2ccc(Cl)cc2)c1/C=N/O,-2%,8,74,10%
NS(=O)(=O)c1ccc(CNC(=O)/C=C/c2c(Cl)cccc2Cl)cc1,4%,3,15,x
CCOC(=O)c1c(-c2ccc(C)s2)csc1NC(=O)c1ccco1,1%,-4,24,-6%
Cc1onc(-c2ccccc2)c1C(=O)Nc1cccc2nsnc12,4%,0,22,9%[2.29 µM]
Brc1ccc2cccnc2c1,-4%,-7,22,-3%
Cc1noc(C)c1C(=O)Nc1nc(C23CC4CC(CC(C4)C2)C3)cs1,-14%,24,u,23%
CC[n+]1c(C)sc2c(C)cc(C)cc21,-7%,0[1.84 µM],-99*,-8%[11.4 µM]
S=C1c2ccccc2CN1c1ccccc1,0%,x,-8,x
C/C(=N\NC(=O)C1CC1)c1cccnc1,-1%,x,-17,x
Cc1ccc(-n2nnnc2SCC(=O)c2c(N)n(CC(C)C)c(=O)n(C)c2=O)cc1,0%,2,u,-11%
O=C(Cc1cccs1)NC1C(=O)N2C(C(=O)[O-])=C(C[n+]3ccccc3)CSC12 (stereo not drawn),-5%,x,x,37%[activator]
O=C(COc1cccc2ccccc12)NNC(=O)c1cnccn1,-1%,x,u,x
O=C1C(=O)N(CNc2ccccn2)c2ccccc21,2%,4,18,-7%
Cc1cccc(N2C(=O)CN=C2Nc2nc(C)cc(C)n2)c1,-2%,-1,-26,-8%
Cc1ccc2[nH]cc(CCNC(=O)c3cccnc3)c2c1,-3%,5,36,-9%
CCOC(=O)c1c(C)n(CCO)c2ccc(O)cc12,-6%,-2,-20,-7%
CCn1c(SCC(=O)NCC2CCCO2)nc2c(c1=O)SC(C)C2 (stereo not drawn),-2%,3,11,x
CC1(C(=O)NC2CCCCCC2)CCC(=O)N1Cc1ccc2c(c1)OCO2 (stereo not drawn),-1%,-7,-13,-6%
Cc1ccc(NC(=O)c2sc3nc(N)c(C#N)cc3c2N)cc1,-29%,-3,u,x
C=CCNS(=O)(=O)c1ccc(OCC(=O)OCC)cc1,-5%,2,19,1%
CCn1c(SCc2ccccc2Cl)nc2ccccc21,3%,12,43,17%
CC(C)Cn1cnc2c(c(-c3ccccc3)c(-c3ccccc3)n2Cc2ccco2)c1=N,1%,8,9,31%[activator]
Cc1ccccc1OCc1n[nH]c(=S)n1Cc1ccccc1,-23%,x,4,x
CN1CC(c2ccc(C#N)cc2)C2(COc3ccccc3C2=O)C12C(=O)Nc1ccccc12 (stereo not drawn),-21%,10,83,x
CCCc1cc(=O)[nH]c(SCC(=O)N2CCN(S(=O)(=O)c3ccc(Cl)cc3)CC2)n1,1%,x,56,x
Cc1nnsc1Sc1cccc(C(F)(F)F)c1,0%,8,u,-1%
COc1ccccc1N(C(C)=O)c1nc(C)cc(C)c1C#N,5%,u,u,x
N#Cc1c(/N=C/c2cccs2)sc2c1CCC2,-7%,-11,36,-6%
O=C1NC(c2ccc3c(c2)OCO3)Nc2ccccc21 (stereo not drawn),10%,-3,u,5%
O=C(CN1CCN(c2ncccn2)CC1)N1CCc2ccccc21,-4%,5,-14,x
Cn1c(-c2ccc[nH]c2=O)nc2cc(Cl)ccc21,3%,1,-9,x
COc1cc(NC(=O)COC(=O)CNS(=O)(=O)c2ccc(F)c(F)c2F)cc(OC)c1,-2%,x,28,x
CCN(Cc1cc2cc(C)ccc2[nH]c1=O)S(=O)(=O)c1ccccc1,1%,13,36,0%
CC(C)C(=O)Nc1ccc2oc(-c3cc(F)c(F)cc3Cl)nc2c1,8%,11,1,x
COC(=O)CSC1=C(C#N)C(c2ccccc2)CC(=O)N1 (stereo not drawn),-7%,3,14,11%[2.29 µM]
O=C(NCCC1=CCCCC1)C1COc2ccccc2O1 (stereo not drawn),-5%,0,-19,-7%
Cc1ccc(C)c2[nH]c(=O)c(CN(Cc3ccco3)C(=O)Nc3ccccc3)cc12,-20%,7,2,27%
O=C(/C=C/Nc1ccc(Cc2ccc(N/C=C/C(=O)C(F)(F)F)cc2)cc1)C(F)(F)F,0%,5,-85*,x
# The list goes on:
SMILES,ALOX12 inhib,IMPase inh,PNC assembly inh,15-hLO-2 inh
CCOC(=O)N1CCN(C(=O)CN(c2cc(C(F)(F)F)ccc2Cl)S(C)(=O)=O)CC1,0%,1,-18,-10%
Cc1cc(C)n(-c2nc3ccccc3c(=O)n2OCC(=O)OCc2ccccc2)n1,4%,5,-5,-2%
Cc1cccc(Sc2nc(-c3ccccc3)ccc2C#N)c1,-1%,7,13,5%
Cc1nn(C)cc1C(N)=O,1%,2,u,-5%
COc1ccc(S(=O)(=O)N(C)CC(=O)NCCC2=CCCCC2)cc1,-3%,13,39,-10%
CC(C)NS(=O)(=O)c1ccc(Oc2ncc(C(F)(F)F)cc2Cl)cc1,-3%,-3[1.84 µM],54,-4%[11.4 µM]
CCCNC(=O)COC(=O)c1ccc(OCC(=O)Nc2ccccc2OC)c(OC)c1,0%,-11,17,-3%
c1ccc(-c2csc3ncnc(NCCN4CCOCC4)c23)cc1,0%,6,9,-4%
CC1CCN(CCCNC(=O)c2cn(C)c3ccc(S(=O)(=O)N4CCCC4)cc3c2=O)CC1,-5%,9,-8,2%
O=C(Cn1nc(-c2ccccc2)c2ccccc2c1=O)Nc1ccc2c(c1)nc1n2CCOC1,-7%,8,18,27%
CCCNS(=O)(=O)c1cccc(C(=O)NC2CCCc3ccccc32)c1 (stereo not drawn),7%,-4,-25,-5%
CCC/C=C(\CCC)C(NC(=O)C(C)(C)C)c1ccc(C(=O)OC)cc1 (stereo not drawn),-2%,x,x,-3%
CCOC(=O)N1CCN(Cc2cccs2)CC1,-1%,-21,7,-6%
CN(C)CCCN(C(=O)CCc1ccccc1)c1nc2ccc(F)cc2s1,-1%,-10,36,x
O=C(c1ccc([N+](=O)[O-])cc1)N1CCSC1c1ccc(Cl)cc1 (stereo not drawn),-2%,x,u,x
CCOC(=O)NC(=O)CSc1nc(C)cc(C)c1C#N,1%,-7,46,-6%
CCOC(=O)/C(C#N)=N/Nc1ccc(S(=O)(=O)N2CCc3ccccc32)cc1,4%,x,-6,x
CS(=O)(=O)N(CC(=O)N/N=C/c1ccc(OCC(=O)N2CCOCC2)cc1)c1ccccc1Cl,3%,x,-8,x
CCC(=O)c1ccccc1OCCN1C(=O)NC(C)(C)C1=O,-4%,1,u,5%
CCOc1cc(/C=N/O)ccc1OCC(=O)Nc1cccc(C)c1,0%,x,1,x
CC(NC(=O)CC12CC3CC(CC(C3)C1)C2)C(=O)O (stereo not drawn),-1%,-11,33,-2%
C=CCOCC(O)CS(=O)(=O)Cc1ccc(Cl)cc1 (stereo not drawn),-1%,7,53,1%
CCOc1cccc(C(=O)Nc2ccccc2OC(F)F)c1,-1%,6,-27,-1%
CCOC(=O)c1cccc(NC(=O)C2CCN(S(=O)(=O)c3cccs3)CC2)c1,-6%,-2,u,-1%
COc1ccc(-c2nnc(SC(C)C(=O)Nc3c(C)n(C)n(-c4ccccc4)c3=O)o2)cc1 (stereo not drawn),2%,-2,-23,-5%
CCN(c1c(C)n(C)n(-c2ccccc2)c1=O)S(C)(=O)=O,-2%,1,-8,0%
CCOc1cccc(C(=O)Nc2ccc(N(CC)CC)cc2)c1,1%,1,36,-23%
COc1ccc(O)c(-c2cc(-c3cccc(Br)c3)n[nH]2)c1,u,14,-30,3%
O=C(Cc1cccs1)Nc1nnc(SCc2cccc3ccccc23)s1,1%,0,u,x
COC(=O)c1cn(NC(=O)Cc2ccc(Cl)c(Cl)c2)c(=O)c2ccccc12,4%,x,33,x
CCN(Cc1ccccc1)C(=O)C1CCC(CNc2c(N3CCOCC3)c(=O)c2=O)CC1 (stereo not drawn),4%,0,32,-4%
Cc1ccc(-c2csc(-c3c[nH]c4ccccc34)n2)c(C)c1,-10%,-14,u,7%
CC(C(=O)Nc1nccs1)N1C(=O)C2CC=CCC2C1=O (stereo not drawn),3%,-1,u,1%
CC(C)(C)NC(=O)COc1ccc(CNn2nnnc2N)cc1,-9%,4,-1,3%
COc1cc(OC)c2c(=O)c(-c3ccccc3)coc2c1,4%,x,x,8%
CSc1nc2c(c(=O)n1C)SC(C)C2 (stereo not drawn),3%,-9,-16,1%
CC1(C)C(=O)OC(C(=O)c2ccc(Cl)cc2)C(C)(C)C1=O (stereo not drawn),-1%,x,11,x
COc1ccc(S(=O)(=O)/N=C2/NC(=O)/C(=C\c3ccco3)S2)cc1,u,x,4,x
CCOC(=O)C(=O)/C(=C\N(C)C)c1onc(-c2ccccc2)c1C(=O)OC,1%,-10[1.84 µM],22,2%[11.4 µM]

# Record cards, from the list above. Values in the order: ALOX12 inhib, IMPase inh, PNC assembly inh, 15-hLO-2 inh
# Entry for `N#Cc1c(/N=C/c2cccs2)sc2c1CCC2` : -7%, -11, 36, -6%
# Entry for `O=C(CSCCc1ccccn1)Nc1cccnc1Cl` : -1%, -5, -17, -10%
# Entry for `CC(NC(=O)CC12CC3CC(CC(C3)C1)C2)C(=O)O` (stereo not drawn) : -1%, -11, 33, -2%

# From PubChem BioAssay
